TNAP act hiacc: TNAP activators at high phosphate acceptor level, primary screen, biochemical, luminescence, uHTS. Alkaline phosphatase, tissue-nonspecific isozyme (Homo sapiens), P05186. purified TNAP, CDP-star luminescence, 1 M DEA, 30 min; active compounds read high; 0 = EDTA background, 1 = DMSO-only activity. activation factor at 20 µM. 200,000 tested, under 10 active. AID 1136, 2008;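 active = activation factor at least 2 at 20 µM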
Target sequence (P05186 whole entry, looked up): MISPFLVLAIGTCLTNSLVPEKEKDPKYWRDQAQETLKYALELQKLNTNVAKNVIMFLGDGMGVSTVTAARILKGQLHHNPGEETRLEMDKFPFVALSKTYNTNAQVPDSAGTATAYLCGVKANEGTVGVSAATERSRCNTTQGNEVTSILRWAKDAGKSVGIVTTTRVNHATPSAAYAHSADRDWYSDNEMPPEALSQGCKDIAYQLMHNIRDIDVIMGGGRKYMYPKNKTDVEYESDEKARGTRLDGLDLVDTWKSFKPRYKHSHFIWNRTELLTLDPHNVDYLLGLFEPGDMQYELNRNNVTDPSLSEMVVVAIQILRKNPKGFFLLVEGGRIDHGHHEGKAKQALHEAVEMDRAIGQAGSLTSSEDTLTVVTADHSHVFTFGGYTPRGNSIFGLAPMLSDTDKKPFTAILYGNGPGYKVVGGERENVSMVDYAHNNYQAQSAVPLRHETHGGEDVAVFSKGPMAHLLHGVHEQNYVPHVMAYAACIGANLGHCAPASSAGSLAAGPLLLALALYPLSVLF
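system = human TNAP | amount = enzyme diluted 1/800 final | reagent = 100 µM CDP-star substrate | signal = luminescent substrate turnover signal | dosing = one dose, 20 µM | benchmarks = EDTA negative control, DMSO positive control | measure = activation factor | timing = 30 min reaction, room temperature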
bIAP inh: bovine intestinal alkaline phosphatase inhibitors, primary screen, selectivity assay for TNAP inhibitor project, biochemical, bovine IAP, CDP-star luminescence; inhibition, % at 20 µM; AID 1019, 2008; 190,000 tested, under 10 active; alkaline phosphatase, intestinal [Bos taurus]; purified bovine IAP, 30 min;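 active = over 50% inhibition of intestinal alkaline phosphatase at 20 µM in the single-dose screen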
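Assay system – bovine IAP enzyme · Quantity – bovine IAP at 1/65,000,000 final dilution · Detection – CDP-star luminescence signal · Times – 30 min reaction at room temperature · Also added – CDP-star substrate at 30 µM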
TNAP inh hiacc: human TNAP enzyme inhibitors, primary screen, biochemical, luminescent, high phosphate acceptor level, uHTS; purified TNAP, CDP-star luminescence, 1 M DEA; inhibition, % at 20 µM; actives 0.03% (n = 200,000);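 active = over 50% inhibition of tissue-nonspecific alkaline phosphatase at 20 µM in the single-dose screen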;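 also: plate controls were DMSO wells for no effect and EDTA-quenched wells as full inhibition for full effect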
PPARg SRC1 recr: PPARgamma agonists recruiting SRC-1 coactivator, primary screen, biochemical; Peroxisome proliferator-activated receptor gamma (Homo sapiens), P37231; PPARgamma-SRC-1 coactivator recruitment biochemical assay; activation, % at 8 µM; actives 0.41% (n = 200,000); in the data active = activation above about 19%;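 also: 0% = DMSO and 100% = reference agonist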
bIAP act: bovine intestinal alkaline phosphatase activators, primary screen, biochemical, bovine IAP, CDP-star luminescence. alkaline phosphatase, intestinal [Bos taurus]. purified bovine IAP, 30 min; active compounds read high; fold of DMSO-control signal, blank-subtracted. activation factor at 20 µM. actives 0.17% (n = 200,000). AID 1016, 2008;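 active = activation factor of 2 or more at 20 µM, a signal rise over negative controls twice the positive control's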
PPARg SRC-2 ag: agonists of PPARg-SRC-2 recruitment, primary screen, biochemical, HTS; AID 1032, 2008; PPARgamma LBD-SRC-2 recruitment; actives 0.34% (n = 200,000); activation, % at 8 µM; in the data active = activation above about 22%;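 also: 0% = vehicle and 100% = reference agonist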
Efa HMGR inh: inhibitors of E. faecalis class II HMGR, primary screen, biochemical, Enterococcus faecalis. HMG-CoA reductase (Enterococcus faecalis, mvaE). inhibition, % at 10 µM. actives 0.41% (n = 190,000). AID 1066, 2008. purified E. faecalis HMGR, NADPH absorbance 340 nm kinetic;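 active = inhibition above a set limit, the median over all tested compounds plus 3 SD, cut at about 9.5% in these data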;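 also: enzyme runs in reverse so mevalonate oxidation gives rising NADPH absorbance; 0% = complete reaction with DMSO and 100% = background rate lacking mevalonate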
SRC2 TRFRET art: TR-FRET signal artefacts, primary screen, artefact control for PPARgamma SRC-2 agonist project, biochemical; TR-FRET artefact counter-screen; active compounds read high; TR-FRET ratio at 8 µM; actives 0.4% (n = 200,000); AID 1049, 2008; in the data active = TR-FRET ratio above about 2000; also: inactives centre near 1500
TNAP inh no acc: human TNAP enzyme inhibitors, primary screen, biochemical, luminescent, no phosphate acceptor, uHTS; actives 0.26% (n = 200,000); Alkaline phosphatase, tissue-nonspecific isozyme (Homo sapiens), P05186; purified TNAP, CDP-star luminescence, 30 min; inhibition, % at 20 µM;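 active = tissue-nonspecific alkaline phosphatase inhibition above about 50% at 20 µM in the single-dose screen, limit read from the data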;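 also: 0% = DMSO negative control and 100% = EDTA positive control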
PPARg SRC3 recr: PPARgamma agonists recruiting SRC-3 coactivator, primary screen, biochemical; activation, % at 8 µM; Peroxisome proliferator-activated receptor gamma (Homo sapiens), P37231; biochemical PPARgamma/SRC-3 coactivator recruitment assay; actives 0.26% (n = 200,000); in the data active = activation above about 23%;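 also: 0% = DMSO and 100% = reference agonist; some compounds past the cut are filed as inactive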
The depositor's hits bear a star; . = not tested or not shown.

canonical_smiles,TNAP act hiacc,bIAP inh,TNAP inh hiacc,PPARg SRC1 recr,bIAP act,PPARg SRC-2 ag,Efa HMGR inh,SRC2 TRFRET art,TNAP inh no acc,PPARg SRC3 recr
CCOC(=O)C1CCCN(C(=O)c2cn(CC)c(=O)c3cc(OC)c(OC)cc23)C1 (stereo not drawn),1.1,-4,-6,6,1,9,-4,1496,-8,9
Cn1c(=O)c2c(nc(SCc3ccccn3)n2C)n(C)c1=O,1,3,-5,.,1,.,.,.,5,.
Cc1ccc(C(=O)COC(=O)C2CC(=O)N(c3nc(-c4ccccc4)cs3)C2)cc1C (stereo not drawn),1,10,-3,7,0.9,4,-1,1603,-6,9
O=S(=O)(NCc1ccc(Cl)cc1)NCc1ccccc1F,1,-8,-2,-1,1.1,0,-5,1402,-12,3
Clc1ccc(SCc2cn3cccnc3n2)cc1,1.1,6,-6,-1,0.9,4,0,1788,-12,1
CC(NC(=O)c1ccccc1O)c1ccccc1 (stereo not drawn),1,5,2,-1,0.9,0,-1,1507,-4,-3
CN(Cc1ccccn1)Cc1cn(Cc2ccccc2)nc1-c1ccc2c(c1)OCO2,1,-37,-4,-5,1.4,-1,-4,1317,-7,3
CCc1ccc(NC(=O)CSc2nc3ccccc3c(=O)n2CCCC(=O)N2CCCC2)cc1,1.1,2,-7,5,1,13,-1,1623,14,5
NS(=O)(=O)c1ccc(NC(=S)NC(=O)/C=C/c2cccs2)cc1,1,1,0,2,1,14,2,1484,-9,2
N#Cc1ccc(-n2c(-c3ccccc3)nnc2-c2ccccc2)cc1C#N,1,-6,3,-3,1.1,0,0,1540,5,3
COc1cccc(C(=O)Nc2ccccc2OC(F)(F)F)c1,1,11,-3,8,0.9,3,-1,1713,4,5
COc1ccc(OCC(=O)Nc2ncc3c(n2)CC(C)(C)CC3=O)cc1,1.1,9,-7,3,0.9,3,-1,1583,-12,-8
O=C(Nc1ccc(N2CCN(C(=O)c3ccco3)CC2)cc1)c1ccc(F)cc1,1,3,-3,7,1,2,-6,1495,-8,6
Clc1ccccc1Cn1nnc2c(N3CCOCC3)nc(C3CC3)nc21,1.1,-7,-7,6,1.1,3,-1,1420,-9,1
O=[N+]([O-])c1ccc(O)c(-c2nc(-c3ccccc3)c(-c3cccs3)[nH]2)c1,0.9,7,11,-1,0.9,14,0,1532,4,22
O=C(c1cc2cc(Cl)cc(Cl)c2oc1=O)N1CCOCC1,1,-2,0,1,1,8,-2,1681,15,-2
CC(=O)Nc1ccc(NC(=O)Nc2ccccc2C)cc1,1,-11,-3,-4,1.1,1,-1,1579,0,3
c1coc(C2Nc3ccccc3C3OCCC23)c1 (stereo not drawn),1,-2,-2,-2,1,-2,0,1404,-6,-1
CCOc1ccc(C(=O)NCc2cccnc2)cc1[N+](=O)[O-],1,3,-3,-2,1,4,-3,1597,-14,-3
COc1ccc(CCNC(=O)CN(c2ccc(C)cc2)S(=O)(=O)c2c(C)noc2C)cc1OC,1,-3,1,4,1,-2,0,1403,-7,1

canonical_smiles,TNAP act hiacc,bIAP inh,TNAP inh hiacc,PPARg SRC1 recr,bIAP act,PPARg SRC-2 ag,Efa HMGR inh,SRC2 TRFRET art,TNAP inh no acc,PPARg SRC3 recr
COC(=O)C(O)(NC(=O)OCc1ccccc1)C(F)(F)F (stereo not drawn),1,-1,-1,0,1,-3,0,1355,-10,-5
Cc1ccc(NC(=O)N2CCc3ccccc32)cc1,1,6,1,0,0.9,1,0,1629,-7,0
CCOC(=O)c1sc(-c2ccccc2)cc1NC(=O)Nc1ccccc1,1,37,3,6,0.6,17,1,1750,0,8
COc1cccc(CN2CCN(c3nc4nonc4nc3N3CCCCC3)CC2=O)c1,1.1,-8,-6,-1,1.1,2,-4,1313,-5,4
CCNC(=O)CCSc1nc2cc(Cl)ccc2o1,1,31,-1,-2,0.7,3,-1,1456,-4,6
Cc1cc(NC(=O)CSc2nc3ccccc3c(=O)n2-c2ccccc2)no1,1.1,4,-5,1,1,1,-9,1613,-9,3
O=C(Nc1nc2ccccc2[nH]1)c1ccc(Cl)c(S(=O)(=O)N2CCCC2)c1,1.1,-18,-9,0,1.2,-3,-6,1487,-17,1
CC(C)c1nc(N2CCOCC2)c(C#N)c2c1CCC2,1,3,-4,-4,1,6,-3,1717,-11,13
Cc1ccnc(SCc2cc(=O)c(OC(=O)c3ccco3)co2)n1,1.1,18,-5,-3,0.8,2,-4,1422,-12,-5
Cn1c(=N)c(S(=O)(=O)c2ccc(Cl)cc2)cc2c(=O)n3ccccc3nc21,.,.,.,-5,.,-9,.,1636,.,-6
C=CCNc1ncnc2c1[nH]c1ccc(Cl)cc12,1,33,-3,-1,0.7,-3,-2,1615,-10,-4
COc1ccc(S(=O)(=O)NC(C)C)cc1C(=O)NC1CCCCC1,1.1,8,-6,7,0.9,-1,3,1571,-12,1
Cc1cc(S(=O)(=O)NCc2ccc(S(N)(=O)=O)cc2)c(C)s1,1,5,-1,6,1,4,-2,1635,-2,5
COc1ccc(CCN2C(=O)NC(NS(=O)(=O)c3ccc(NC(C)=O)cc3)(C(F)(F)F)C2=O)cc1OC (stereo not drawn),1,-11,-2,0,1.1,2,-4,1496,-17,1
CC(C)c1ccc(NC(=O)COc2nncc3ccccc23)cc1,1.1,-9,-5,-4,1.1,-6,4,1426,-13,1
O=C(NCc1ccc2c(c1)OCO2)C1CCCN1S(=O)(=O)c1ccc(Cl)cc1 (stereo not drawn),1,-5,-1,-7,1,-1,-1,1535,-5,2
O=C(Nc1ccc(S(=O)(=O)N2CCCCCC2)cc1)c1ccco1,1,33,-2,3,0.7,-6,-2,1425,-12,-1
O=C(/C(=C/O)N=Nc1ccccc1)c1ccc(Cl)cc1,0.9,-5,6,11,1,6,4,1645,5,6
Cc1c(Br)c([N+](=O)[O-])nn1CC(=O)Nc1ccc(Cc2ccncc2)cc1,1,4,-3,8,1,0,-6,1696,-2,1
C=CCNC(=O)COC(=O)c1cc(S(=O)(=O)N2CCOCC2)ccc1N1CCCCC1,1,1,-1,-1,1,4,2,1543,-4,0

Record cards, from the list above:
Profile of Cc1ccc(NC(=O)N2CCc3ccccc32)cc1 : TNAP act hiacc = 1; bIAP inh = 6; TNAP inh hiacc = 1; PPARg SRC1 recr = 0; bIAP act = 0.9; PPARg SRC-2 ag = 1; Efa HMGR inh = 0; SRC2 TRFRET art = 1629; TNAP inh no acc = -7; PPARg SRC3 recr = 0
Profile of CCOC(=O)C1CCCN(C(=O)c2cn(CC)c(=O)c3cc(OC)c(OC)cc23)C1 (stereo not drawn) : TNAP act hiacc = 1.1; bIAP inh = -4; TNAP inh hiacc = -6; PPARg SRC1 recr = 6; bIAP act = 1; PPARg SRC-2 ag = 9; Efa HMGR inh = -4; SRC2 TRFRET art = 1496; TNAP inh no acc = -8; PPARg SRC3 recr = 9

New compounds follow
canonical_smiles,TNAP act hiacc,bIAP inh,TNAP inh hiacc,PPARg SRC1 recr,bIAP act,PPARg SRC-2 ag,Efa HMGR inh,SRC2 TRFRET art,TNAP inh no acc,PPARg SRC3 recr
COC(=O)N/N=C(\C)c1ccco1,1,-11,1,-5,1.1,2,-7,1421,-3,-1
N#CCCNC(=O)CCN1CCOCC1,1.1,7,-7,1,0.9,2,-6,1462,-15,-3
O=c1[nH]c2sc3c(c2c(=O)n1Cc1ccccc1)CCC3,1,-7,-4,-1,1.1,10,-4,1537,-9,-1
CCCCNC(=S)NNC(=O)c1ccc(Br)o1,1,35,-3,-4,0.6,2,-4,1452,-68,2
CSc1ccc(Cl)c(C(=O)NCCOc2ccccc2)c1,1.1,15,-6,-6,0.8,-10,2,1553,-12,0
Cc1cc2oc(=O)cc(CN3CCN(Cc4ccc5c(c4)OCO5)CC3)c2cc1C,1,10,-2,-6,0.9,-3,-1,1521,-7,0
Cc1nn(CC2CC2)c(=O)n1-c1ccc(C(C)C)cc1,1,-8,-2,7,1.1,6,-2,1333,-5,-1
C/C(=N\NC(=O)c1csc(C)c1C)c1ccc(Cl)s1,0.9,7,6,0,0.9,9,-1,1400,3,-1
O=C(O)c1ccc(COc2ccccc2/C=C2\NC(=O)N(Cc3ccccc3)C2=O)cc1,1,-5,-3,-3,1.1,4,-6,1583,-10,-4
Cc1nnc(-c2cnn(-c3ccccc3)c2N)n1Cc1ccncc1,1,-5,1,2,1.1,10,0,1702,-2,-1
COC(=O)c1nnn(-c2nonc2N)c1CSc1ccccn1,1,4,-4,4,1,9,-5,1774,-16,-2
Cc1ccc(NC(=O)CCCN2C(=O)/C(=C/C=C/c3ccccc3)SC2=S)cc1,0.9,32,6,-6,0.7,-5,-4,1496,8,-1
CCOCc1[nH]c(=S)[nH]c(=O)c1Cc1ccc(OCC)cc1,1,17,-1,2,0.8,2,8,1721,0,6
Nc1nc(SCc2c(Cl)cccc2Cl)n[nH]1,1,-18,-3,3,1.2,8,-4,1615,-9,3
Cc1cc(-c2nnc(CCC(=O)NC(C)c3ccc(F)cc3)o2)no1 (stereo not drawn),1,14,-3,3,0.9,7,-4,1651,-10,2
C=CCc1c(C)nc(SC)nc1Nc1ccc(C)cc1,1,32,-3,-2,0.7,-8,1,1429,-6,-12
